Source: PubChem BioAssay (National Center for Advancing Translational Sciences (NCATS))
ERG Ets-DNA blk: inhibitors of human ERG Ets domain-DNA interaction | 370,000 compounds, 0.028% hits | AID 624246 | Potency, µM (highest dose often 76.9 µM), inactives show top-dose FP activity, negative = inhibition, usual class: inhibitors | P11308 | fluorescence polarization, His-ERG Ets domain / labelled DNA; active = well fitted inhibition curve with a large enough effect in the polarisation, with a control signal flat; inconclusive = small, poorly fitted or top-dose-only effect, or effect the other way, or a change in a side signal; inactive = no such curve, though single readings can be large or run the other way; the % refers to the polarisation;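 also: polarization taken with two DNA probes labelled with fluorescein and Texas red; potency is read from the fitted curve at half-maximal effect; % of control where 0% means no effect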
Target sequence (P11308 whole entry, looked up, the tested form may be a part): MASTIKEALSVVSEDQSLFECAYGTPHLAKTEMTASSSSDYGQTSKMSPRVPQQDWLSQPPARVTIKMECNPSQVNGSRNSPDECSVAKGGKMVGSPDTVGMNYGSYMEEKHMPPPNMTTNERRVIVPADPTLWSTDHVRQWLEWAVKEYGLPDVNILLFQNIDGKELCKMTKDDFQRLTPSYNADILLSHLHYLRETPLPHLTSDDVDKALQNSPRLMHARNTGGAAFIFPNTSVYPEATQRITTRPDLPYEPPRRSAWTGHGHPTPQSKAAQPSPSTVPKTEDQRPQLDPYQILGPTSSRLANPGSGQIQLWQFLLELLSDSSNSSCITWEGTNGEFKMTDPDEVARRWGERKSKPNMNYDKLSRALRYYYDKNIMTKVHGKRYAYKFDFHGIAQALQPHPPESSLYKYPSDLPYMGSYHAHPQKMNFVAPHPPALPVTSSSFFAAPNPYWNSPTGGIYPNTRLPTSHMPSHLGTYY
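His-tagged ERG Ets domain (1 uM in the protein solution; 300mM KCl, 50mM Tris-HCl, 1mM EDTA, 1mM DTT, pH 7.5) received compound, then a probe mix of 5 nM fluorescein-DNA and 100nM Texas-615-DNA. Fluorescence polarization was read for both dyes.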
RGS4 inhibitor: blocks human RGS4-accelerated GTP hydrolysis; P49798; Transcreener GDP fluorescence polarization, RGS4-accelerated GTP hydrolysis; Potency, µM (highest dose often 114 µM), for the others: at the highest dose activity change, negative = inhibition, usual class: inhibitors; 390,000 compounds, 0.039% hits; AID 504845; also: potency is read from the fitted curve at half-maximal effect; % is scaled to controls: 0 for no effect and ±100 for the full control effect; nearly all actives have a fitted effect of over 75% in size; some results filed as inactive show a strong effect at the top dose
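MLSMR compounds (23 nl, pin-transferred) preincubated 10 min at room temperature with a 500nM (2x) first reagent, then RGS4 at 900nM (2x) plus Transcreener GDP mix added; fluorescence polarization (620/688 nm) read before and after 90 min at 30 °C.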
POLK inh: inhibitors of human DNA polymerase kappa; Q9UBT6; 400,000 compounds, 0.53% hits; purified Pol kappa, fluorescent DNA synthesis assay, 10 min; Potency, µM (top dose mostly 107 µM), for inactives: at the highest dose activity, negative = inhibition, hits mostly inhibitors; also: potency is read from the fitted curve at half-maximal effect; % is scaled to controls: 0 for no effect and ±100 for the full control effect
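Pol kappa 10 nM + cpd, 15 min RT; start w/ substrate 50 nM final; fluorescence kinetic read, 0 and 10 min. Neg ctrl: buffer, no enzyme.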
POLB inh: blocks human DNA polymerase beta activity | P06746 | 340,000 compounds, 1.3% hits | Potency, µM (doses to about 114 µM), for the others: top-dose activity change, negative = inhibition, hits mostly inhibitors | Pol beta primer extension/strand displacement, fluorescence kinetic; also: potency is read from the fitted curve at half-maximal effect; % is scaled to controls: 0 for no effect and ±100 for the full control effect
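10 nM enzyme + cpd, 15 min RT; start with substrate 50 nM final; read 0 min and after 10 min RT. Corrected, normalized data; 4-parameter Hill curve fit.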
Pol eta inh: inhibitors of human DNA polymerase eta; 390,000 compounds, 1.2% hits; Q9Y253; Potency, µM (series often up to 114 µM), without a hit: at the highest dose activity change, negative = inhibition, actives largely listed as inhibitors; AID 588591; recombinant Pol eta, fluorescent DNA replication assay; also: potency is read from the fitted curve at half-maximal effect; % is scaled to controls: 0 for no effect and ±100 for the full control effect
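Pol eta at 10 nM preincubated with compounds 15 min at room temperature; reaction started with fluorescent substrate (50 nM final) and read kinetically at 0 and 10 min.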
APE1 inh: APE1 (human) endonuclease inhibition; recombinant APE1, TAMRA/BHQ-2 abasic DNA cleavage fluorescence; Potency, µM (titrated, usually from 65.8 µM), for the others: at the highest dose activity change, negative = inhibition, actives largely listed as inhibitors; 350,000 compounds, 0.35% hits;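 also: potency is read from the fitted curve at half-maximal effect; plate controls were vehicle for no effect and reference inhibitor for full effect; nearly all actives have a fitted effect of over 55% in size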
Target sequence (P27695 whole entry, looked up): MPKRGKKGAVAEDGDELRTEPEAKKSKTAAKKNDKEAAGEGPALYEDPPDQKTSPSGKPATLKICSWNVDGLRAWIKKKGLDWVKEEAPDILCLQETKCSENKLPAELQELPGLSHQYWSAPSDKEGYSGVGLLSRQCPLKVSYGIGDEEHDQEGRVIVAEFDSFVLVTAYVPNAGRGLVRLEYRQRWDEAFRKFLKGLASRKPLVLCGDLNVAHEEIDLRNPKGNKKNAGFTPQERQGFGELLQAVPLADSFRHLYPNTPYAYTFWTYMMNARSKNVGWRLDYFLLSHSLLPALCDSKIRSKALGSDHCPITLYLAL
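Readout is kinetic fluorescence (ex 525, em 598 nm) from cleavage of 50 nM TAMRA/BHQ-2 THF abasic duplex by 0.75 nM APE1, compound added 15 min beforehand at RT.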
LDHA block: inhibitors of human lactate dehydrogenase A. purified LDHA, NADH/diaphorase-resazurin fluorescence; active compounds read low. activity change, % (values are at about 110 or 230 µM). 480,000 compounds, 0.15% hits; in the data active = activity change below about -30%; inconclusive = mostly about -25% to -30%;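 also: plate controls were DMSO wells for no effect and wells without enzyme for full effect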
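LDH5 2 nM; NADH 0.06 mM, pyruvate 0.2 mM; 200 mM Tris pH 7.4, EDTA, Tween-20; 5 min RT. Detection: diaphorase 0.133 mg/mL + resazurin 37 µM, fluorescence ex540/em590 at 0 and 20 min; normalized to enzyme-free and DMSO wells.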
ALOX12 inh: ALOX12 (human) lipoxygenase inhibition; P18054; purified 12hLO, xylenol orange hydroperoxide absorbance; Potency, µM (doses to about 108 µM), for the others: at the highest dose activity change, negative = inhibition, hits mostly inhibitors; 580,000 compounds, 1.1% hits; AID 1671190; also: potency is read from the fitted curve at half-maximal effect; % is scaled to controls: 0 for no effect and ±100 for the full control effect
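Hydroperoxide product was detected by ferrous iron/xylenol orange as the 573 to 405 nm absorbance ratio. Arachidonic acid at 40 uM (final) was turned over for 30 min at room temperature by 150 nM human 12hLO, pH 7.0 Hepes buffer, after 15 min compound preincubation.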
Apoferritin bind: binds horse apoferritin like a general anesthetic; P02791; apoferritin/1-aminoanthracene competitive binding, fluorescence; Potency, µM (top dose mostly 77.5 µM), for the others: at the highest dose activity change, negative = displacement, most hits filed as inhibitors; 350,000 compounds, 0.074% hits; also: potency is read from the fitted curve at half-maximal effect; % is scaled to controls: 0 for no effect and ±100 for the full control effect; nearly all actives have a fitted effect of over 20% in size
Target sequence (P02791 2-175 limits assumed): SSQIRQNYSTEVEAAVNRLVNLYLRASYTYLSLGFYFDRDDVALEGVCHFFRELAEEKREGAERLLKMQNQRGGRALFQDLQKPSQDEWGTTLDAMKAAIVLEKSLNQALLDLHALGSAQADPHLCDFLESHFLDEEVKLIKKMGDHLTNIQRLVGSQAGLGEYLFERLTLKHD
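Horse-spleen apoferritin (10 uM) was mixed with 50% saturated 1-aminoanthracene in PBS, exposed to compounds for 10 min at room temperature, and read for fluorescence (ex 380 nm, em 535 nm). Competitive displacement was fitted with a four-parameter Hill equation.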
The depositor's hits bear a star; ? = inconclusive; nt = no result given; & = joins results of further samples; [ ] = another dose, or the depositor's remark. Unless noted, calls follow the shape of the dose curve; as a rule, active = well fitted curve in the direction sought with a large enough effect; inconclusive = small, poorly fitted or top-dose-only effect, or another doubt; inactive = no such curve, though single readings can be large; an effect the other way counts as inactive or inconclusive. This is a subset (hit frequency here may not be typical).

mol	Apoferritin bind	POLB inh	RGS4 inhibitor	ALOX12 inh	ERG Ets-DNA blk	Pol eta inh	APE1 inh	POLK inh	LDHA block
O=C(Nc1ccc(F)cc1F)c1cc2nc(-c3ccco3)cc(C(F)(F)Cl)n2n1	47%[activator]	-26%	23%	?	3%	-1%	nt	-10%[60.1 µM]	3
COc1cccc(CN(CC(=O)NCc2ccc(F)cc2)C(=O)c2ccco2)c1	-10%	-15%	25%	11%	-2%	-16%	-2%	-9%	-7
CC(=O)c1ccc(NC(=O)CNc2cc(S(=O)(=O)N3CCOCC3)ccc2N2CCCC2)cc1	nt	nt	3%	-11%	-1%	-4%	4%	-28%	-3
COc1ccc(CCNC(=O)C(C)n2nc(C)c3sc4ccccc4c3c2=O)cc1OC (centres undefined)	55%[activator]	4%	-34%	-20%	2%	-10%	nt	6%	-4
O=C(CSc1c2c(nc3cc(Cl)ccc13)CCCC2)NCCCN1CCOCC1	-7%	6%	0%	6%	-5%	-14%	-2%	-20%	-1
COc1ccc(/C=C/c2cc(C(F)(F)F)on2)cc1	0%	-25%	21%	16%	-2%	-6%	21%	-5%	-12
O=C(c1ccc2c3c(cccc13)CC2)C1CCCN(C(=O)c2ccc[n+]([O-])c2)C1 (centres undefined)	-4%	0%	-19%[56.9 µM]	2%	-4%	-19%	3%	-3%	-2
CCC(c1nc2ccccc2c(=O)n1CCN1CCOCC1)N1C(=O)c2ccccc2C1=O (centres undefined)	-18%	11%	11%	-39%	-7%	-1%	1%	-1%	1
COc1ccc(NC(=O)c2nn(C)c3c2CS(=O)(=O)c2ccccc2-3)cc1Cl	5%	9%	-18%	3%	-2%	-6%	nt	-15%	-10
CCOc1ccc(S(=O)(=O)N/N=C\c2ccc3c(c2)OCO3)cc1	?	-14%	20%	?	-1%	-12%	12%	-10%	-2
CCN(CC)c1ccc(S(=O)(=O)N2CCOCC2)cc1NC(=O)CSc1n[nH]c(N)n1	1%	23%	-5%	14%	-11%	2%	-4%	7%	-4
O=C(CC1C(=O)NCCN1C(=O)Nc1ccc(C(F)(F)F)cc1)Nc1ccc(F)cc1 (centres undefined)	5%	1%	14%	?	-7%	-7%	-4%	-9%	-2
Cc1c(NP(=O)(c2ccc(Br)cc2)c2ccc(Br)cc2)c(=O)n(-c2ccccc2)n1C	-18%	16%	-12%	-16%	16%	-6%	0%	-11%	1
Cn1c(=O)n(CCCc2ccccc2)c(=O)c2c1nc1n2CCN1c1ccc(F)cc1	-17%	?	6%	?	-9%	-18%	nt	-18%	-19
Cc1nnc(SCc2nnc(-c3cccs3)o2)n1Cc1ccccc1	-8%	9%	-5%	-3%	-19%	-11%	3%	0%	-3
c1ccc(N2CCN(c3nc4ccccc4[nH]3)CC2)nc1	-5%	0%	-23%	10%	-2%	-5%	0%	0%	-14
NS(=O)(=O)c1ccc(NC(=S)NCc2ccc3c(c2)OCO3)cc1	-5%	28%	-30%	?	-4%	-12%	?	-1%	2
Cc1c(-c2ccc(Cl)cc2)c(=O)oc2c(CN3CCOCC3)c(O)ccc12	255%[activator]	14%	-11%	?	0%	-23%	nt	-2%[60.1 µM]	-2
O=C(COc1ccccc1)NCC(=O)N1CCCC1	2%	3%	5%	?	7%	6%	36%	2%	-12
O=C(Cn1cc(S(=O)(=O)Cc2ccccc2F)c2ccccc21)Nc1ccc(F)c(Cl)c1	-5%	-1%	13%	-37%	-12%	-14%	nt	-39%	-9
CCc1c(O)nc(SCc2ccc(F)cc2)[nH]c1=O	-7%	-24%	-13%	6%	4%	-17%	21%	-3%	-3
COC(=O)c1cc2oc3ccccc3c2n1Cc1ccccc1Cl	3%	-1%	10%	-30%	1%	nt	nt	-18%	-6
COc1cc(C(=O)OCC(=O)N2CCCCC2C)cc(NC(=O)c2cccs2)c1OC (centres undefined)	-10%	-14%	-15%	-5%	9%	-10%	-4%	-2%	-3
O=C(O)/C=C/C(=O)Nc1ccccc1-c1ccccc1	-18%	10%	-4%	?	-6%	-12%	6%	-7%	-11
COc1cc(OC)c(NC(=O)Nc2ccc(OC)c(OC)c2)cc1Cl	-13%	-2%	16%	1%	-6%	-14%	-6%	-8%	4
Cc1cc2nc3n(c2cc1C)CC1CC(C(=O)NCCc2cccs2)N(C)C31 (centres undefined)	-10%	2%	-2%	-3%	11%	-14%	-5%	-10%	-3
COc1ccc(-c2csc3ncnc(N4CCN(S(=O)(=O)c5ccc(Cl)s5)CC4)c23)cc1	nt	nt	1%	-12%	12%	-19%	-3%	0%	-2
COc1ccc(C(C(=O)NC2CCCC2)N(C(=O)c2ccoc2C)c2cc(C)cc(C)c2)cc1 (centres undefined)	-12%	18%	2%	12%	-6%	-11%	15%	-6%	-3
CC(C)CNC(=O)Nc1ccc(F)c(Cl)c1	?	-11%	7%	-10%	-9%	-10%	-4%	-7%	-7
Cc1ccc(S(=O)(=O)N2CCCc3cc(NS(=O)(=O)c4ccc(C)c(C)c4)ccc32)cc1	46%[activator]	2%	13%	2%	-4%	-26%	nt	-1%[60.1 µM]	-6
CCCCN(C(=O)CSCc1ccc(C)cc1)c1c(N)n(CCC)c(=O)[nH]c1=O	-5%	0%	-5%	?	1%	-25%	22%	-15%	-4
COc1ccc(NC(=O)CN2C(=O)NC3(CCCc4ccccc43)C2=O)c(OC)c1 (centres undefined)	nt	nt	-6%	375%[activator]	nt	-16%	44%	-8%	-11
Cc1ccc(-c2sc(-c3cccnc3)nc2CC(=O)O)cc1	-3%	0%	0%	13%	-4%	-6%	10%	-2%	-4
CC(NC(=S)N1CCN(c2ccccc2)CC1)c1ccccc1 (centres undefined)	2%	1%	22%	-10%	5%	-19%	0%	0%	-2
CC(C)(C)c1ccc(/C=N/NC(=O)C(=O)NCCCN2CCOCC2)cc1	-1%	13%	5%	-5%	9%	-8%	4%	-5%	-10
CCN1CCCC1CNC(=O)c1cc(S(=O)(=O)CC)c(N)cc1OC (centres undefined)	-12%&-8%&-3%	-3%&3%	8%[56.9 µM]	205%[activator]	nt	nt	-3%&1%&0%	-4%[60.1 µM]	nt
COc1ccccc1NC1CCCCC1NS(=O)(=O)c1ccc(C)cc1 (centres undefined)	-16%	-14%	-9%	-1%	-2%	4%	5%	1%	2
CCOc1ccc(NC(=O)Cn2c(=O)n(-c3ccccc3)c(=O)c3c4c(sc32)CCCC4)cc1	-9%	10%	6%	-19%	6%	-15%	nt	-1%	-1
CCC(CC)c1nn2c(=O)cc(COc3ccc(NC(=O)c4cccc(C)c4)cc3)nc2s1	1%	-1%	23%	-4%	2%	-10%	nt	-9%	2
CC(C)OCCCNC(=O)c1ccc(NC(=O)C2CCCO2)cc1 (centres undefined)	-5%	18%	-1%[11.4 µM]	0%	-4%	-14%	-6%	0%	1
COc1ccc(NC(=O)CSc2nnc(Cn3c(=O)sc4ccccc43)n2C)c(OC)c1	-3%	1%	12%	1%	-4%	-9%	0%	0%	-12
Cc1nc2ccccn2c1C(=O)NC1CCCCC1	-8%	-4%	-19%	4%	2%	-5%	-1%	4%	-8
O=C(/C=C/c1ccco1)Oc1cccc2cccnc12	0%	?	-6%	-42%	-4%	-25%	2%	-10%	16
O=C(COc1ccc(Cl)cc1Cl)Nc1ccc(CN2CCOCC2)cc1	-21%	16%	2%	-2%	0%	-19%	22%	-4%	-1
CCN(CC)S(=O)(=O)c1ccc(N2CCOCC2)c(NS(=O)(=O)c2ccc(C(C)C)cc2)c1	-2%	67%	?	-18%	-1%	-12%	-1%	-4%	-7
COc1ccc(-c2noc(COc3ccc4ccccc4c3Br)n2)cc1OC	4%	12%	-6%	4%	-7%	-13%	0%	-6%	-3
CCOC(=O)c1sc(NC(=O)Nc2ccccc2F)nc1C	-1%	-24%	-11%	9%	-4%	-12%	-2%	-13%	-2
Cc1c(C(=O)OCc2ccccc2)[nH]c2c1C(=O)CC(c1ccc(Cl)cc1)C2 (centres undefined)	2%	17%	2%	-26%	1%	-10%	nt	14%	4
Cc1[nH]n2c(=O)cc(C(C)(C)C)nc2c1-c1ccccc1	-2%	9%	7%	-1%	5%	-20%	-6%	-6%	-2
COc1ccc(-c2cccc(NS(=O)(=O)c3cc([N+](=O)[O-])ccc3C)c2)nn1	nt	nt	-8%	-24%	?	-11%	1%	-8%	-4
CCOC(=O)c1sc2ncn(CC(=O)Nc3ccc(OCC)cc3)c(=O)c2c1C	-5%	6%	-16%	-2%	1%	-11%	nt	-13%	-5
O=C(Cn1cnc([N+](=O)[O-])n1)N/N=C/c1cccc2ccccc12	?	-27%	2%	5%	0%	-2%	8%	-7%	-1
Cc1ccc(C(O)Cn2cc([N+](=O)[O-])nc2C)cc1 (centres undefined)	-7%	2%	-9%	2%	-5%	2%	4%	1%	-10
CCN1/C(=C\c2ccc3ccccc3[n+]2CC)Sc2cc(C)ccc21	?	25µM*	-15%	35µM*	94%[activator]	?	1%	-35%	-17
